Source: PubChem (National Center for Advancing Translational Sciences (NCATS))
Menin MLL FP TR = menin-MLL binding inhibition, Texas Red mutant peptide; O00255; actives 0.23% (n = 270,000); Menin + Texas Red MLL mutant peptide, fluorescence polarization; Potency, µM (highest dose often 61.6 µM), inactives show at the top dose FP activity change, negative = inhibition, usual class: inhibitors; active means well fitted inhibition curve with a large enough effect in the polarisation, with a control signal flat, not every such curve was filed as active; inconclusive means small, poorly fitted or top-dose-only effect, or effect the other way, or a change in a side signal; inactive means no such curve, though single readings can be large or run the other way; the % refers to the polarisation; further: % of control where 0% means no effect; many of its hits are not listed in these tables
Target sequence (O00255 whole entry, looked up): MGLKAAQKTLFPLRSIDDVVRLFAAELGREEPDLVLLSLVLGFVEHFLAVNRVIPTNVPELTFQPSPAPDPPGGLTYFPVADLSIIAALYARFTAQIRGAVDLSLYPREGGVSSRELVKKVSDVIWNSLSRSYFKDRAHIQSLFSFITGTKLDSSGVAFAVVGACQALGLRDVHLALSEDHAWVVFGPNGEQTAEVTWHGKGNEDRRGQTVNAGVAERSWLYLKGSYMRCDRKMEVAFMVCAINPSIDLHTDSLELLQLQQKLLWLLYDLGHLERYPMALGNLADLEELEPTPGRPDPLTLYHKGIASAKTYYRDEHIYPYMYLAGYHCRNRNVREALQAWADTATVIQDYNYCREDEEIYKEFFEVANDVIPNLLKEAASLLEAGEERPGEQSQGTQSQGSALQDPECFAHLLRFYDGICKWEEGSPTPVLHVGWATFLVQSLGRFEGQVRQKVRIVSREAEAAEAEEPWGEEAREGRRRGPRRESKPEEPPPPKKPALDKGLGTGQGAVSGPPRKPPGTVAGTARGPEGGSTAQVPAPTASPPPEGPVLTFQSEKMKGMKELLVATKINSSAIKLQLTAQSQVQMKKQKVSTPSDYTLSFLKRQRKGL
Numbers without * were called inactive; u = inconclusive; & = joins results of further samples; [ ] = remark or other dose. Potency means the concentration at half of the fitted maximal effect. Not all compounds are listed (hit frequency here may not be typical).

| Structure | Menin MLL FP TR |
| --- | --- |
| CN(C)c1ccc(-c2ccc3ncnc(NCc4ccccc4)c3c2)cc1 | u |
| COc1ccccc1-c1cncnc1NCCNC(C)=O | 5% |
| CC1(O)C(=O)C=C2C=C(c3ccsc3)OC=C2C1=O (stereo not given) | 5% |
| COc1ccc(C2=Nn3c(nnc3-c3ccc(OC)cc3OC)SC2)c(OC)c1 | u |
| COc1ccc(Nc2ncc3nc(-c4cccs4)c(=O)n(Cc4cccc(OC)c4)c3n2)cc1 | u |
| CC(C)[C@@H](CC(=O)N[C@@H]1CCCC[C@H]1C(=O)N[C@H](CC(=O)N[C@@H](CCC(=O)O)CC(=O)O)Cc1c[nH]c2ccccc12)NC(=O)C[C@H](CO)NC(=O)[C@@H]1CCCC[C@H]1N | 9% |
| COc1cc2c(cc1C(F)(F)F)N(C(=O)Nc1cc(F)cc(-c3cccnc3)c1)CC2 | u |
| FC(F)(F)c1ccccc1-c1cncnc1NCCc1cnc[nH]1 | -25% |
| Cc1ccccc1-c1nccc(-n2ccnc2)n1 | 13% |
| COCCn1c(=O)c(CCc2ccccc2)nc2cnc(OCc3ccccc3)nc21 | -10% |
| CC(C)=NOCc1ccc(-c2cc(-c3ccccc3)no2)cc1 | 1%[11.7 µM] |
| CO/N=C(\C(=O)NC1C(=O)N2C(C(=O)OCOC(=O)C(C)(C)C)=C(/C=C\c3scnc3C)CSC12)c1csc(N)n1 (stereo not given) | 15% |
| CC/C=C\C/C=C\C/C=C\C/C=C\C/C=C\CCC(=O)O[C@H](COCCCCCCCCCCCCCCCC)COP(=O)([O-])OCC[N+](C)(C)C | 5% |
| CSCC[C@H](NC(=O)[C@H](CCCN=C(N)N)NC(=O)[C@@H]1CCCN1C(=O)[C@H](Cc1ccccc1)NC(=O)[C@H](C)NC(=O)[C@H](CC(C)C)NC(=O)[C@H](Cc1ccc(O)cc1)NC(=O)[C@H](CC(N)=O)NC(=O)[C@@H](N)CCSC)C(N)=O | 12% |
| COc1ccc(Oc2ncc3nc(C)c(=O)n(Cc4cccc(OC)c4)c3n2)cc1 | 1% |
| CO[C@@H]1COC(=O)[C@H](COCc2ccccc2)NC(=O)C/C=C\[C@@H](C)[C@H](OC)COC(=O)[C@H](COCc2ccccc2)NC(=O)C/C=C\[C@H]1C | 0%[11.7 µM] |

A stretch from the list above, as a working copy:
| Structure | Menin MLL FP TR |
| --- | --- |
| FC(F)(F)c1ccccc1-c1cncnc1NCCc1cnc[nH]1 | -25% |
| Cc1ccccc1-c1nccc(-n2ccnc2)n1 | 13% |
| COCCn1c(=O)c(CCc2ccccc2)nc2cnc(OCc3ccccc3)nc21 | -10% |
| CC(C)=NOCc1ccc(-c2cc(-c3ccccc3)no2)cc1 | 1%[11.7 µM] |
| CO/N=C(\C(=O)NC1C(=O)N2C(C(=O)OCOC(=O)C(C)(C)C)=C(/C=C\c3scnc3C)CSC12)c1csc(N)n1 (stereo not given) | 15% |
| CC/C=C\C/C=C\C/C=C\C/C=C\C/C=C\CCC(=O)O[C@H](COCCCCCCCCCCCCCCCC)COP(=O)([O-])OCC[N+](C)(C)C | 5% |

Carrying on:
| Structure | Menin MLL FP TR |
| --- | --- |
| N#CCCn1c(=O)c(CCc2ccccc2)nc2cnc(Oc3cccc(Cl)c3)nc21 | u |
| Cc1cccc(-c2cc(=O)c3cc(Br)ccc3o2)c1 | -16%[24.8 µM] |
| OCc1ccccc1O | 1% |
| CCOC(=O)N/N=C1/C[C@@H](O)[C@@H](O)[C@@H]2[C@@H]3C(=O)N(C4CCCCC4)C(=O)[C@H]3CC[C@H]12 | 3%[11.7 µM] |
| COc1ccc2[nH]c(S(=O)Cc3ncc(C)c(OC)c3C)nc2n1 (stereo not given) | -17% |
| CSCC[C@H](NC(=O)[C@H](CC(C)C)NC(=O)[C@H](CO)NC(=O)[C@H](CCC(=O)O)NC(=O)[C@H](CC(C)C)NC(=O)[C@H](Cc1ccc(O)cc1)NC(=O)[C@H](CCCCN)NC(=O)[C@H](CCCCN)NC(=O)[C@H](C)NC(=O)[C@H](CO)NC(=O)[C@H](CC(C)C)NC(=O)[C@H](CCC(N)=O)NC(=O)CNC(=O)[C@H](CC(C)C)NC(=O)[C@H](CC(C)C)NC(=O)[C@H](CCCCN)NC(=O)[C@H](CO)NC(=O)[C@H](Cc1ccccc1)NC(=O)[C@H](CC(=O)O)NC(=O)[C@H](CO)NC(=O)[C@@H](NC(=O)[C@H](Cc1ccccc1)NC(=O)[C@@H](NC(=O)CNC(=O)[C@H](CC(=O)O)NC(=O)[C@H](C)NC(=O)[C@@H](N)Cc1cnc[nH]1)C(C)C)[C@@H](C)O)C(N)=O | -3% |
| COc1cccc(Cn2c(=O)c(CCc3ccccc3)nc3cnc(N4CCOCC4)nc32)c1 | -8% |
| CC(C)=NO[C@@H](C)c1cn([C@@H]2COC[C@@H]2O)nn1 | 19%[11.7 µM] |
| O=C(c1ccco1)N1CCC[C@@]2(CCN(Cc3nccs3)C2)C1 | 7% |
| CSCC[C@H](NC(=O)[C@H](Cc1ccc(OS(=O)(=O)O)cc1)NC(=O)[C@@H](N)CC(=O)O)C(=O)NCC(=O)N[C@@H](Cc1c[nH]c2ccccc12)C(=O)N[C@@H](CCSC)C(=O)N[C@@H](CC(=O)O)C(=O)N[C@@H](Cc1ccccc1)C(N)=O | 1% |
| Cc1ccc(CNC(=O)C2(C(F)(F)F)C/C(=C\CCO)CCCO2)o1 (stereo not given) | 3% |
| NC1(C(=O)O)CCC1 | 1%[24.8 µM] |
| O=C(Nc1cccc(F)c1)N1CC2(CCN(C(=O)c3cccc(F)c3)CC2)C1 | 17% |
| COCCn1c(=O)c(-c2ccc(OC)cc2)nc2cnc(OCc3ccccc3)nc21 | 1% |
| OCC1OC(n2cnc3c(Cl)nc(Cl)nc32)C(O)C1O (stereo not given) | 3% |
| C=C(NC(=O)C(=C)NC(=O)c1csc(C2=N[C@@H]3c4csc(n4)[C@@H]4NC(=O)c5csc(n5)[C@@H]([C@](C)(O)[C@H](C)O)NC(=O)[C@@H]5CSC(=N5)/C(=C/C)NC(=O)[C@@H]([C@H](C)O)NC(=O)c5csc(n5)[C@]3(CC2)NC(=O)[C@@H](C)NC(=O)C(=C)NC(=O)[C@@H](C)NC(=O)[C@@H]([C@@H](C)CC)N[C@H]2C=Cc3c([C@H](C)O)cc(nc3[C@@H]2O)C(=O)O[C@H]4C)n1)C(N)=O | 12%[24.8 µM] |
| O=CN/C=C/c1cc(F)cc(F)c1F | 4% |
| O=C(c1ccco1)N1CCC2(CC1)CCN(c1ccncc1)CC2 | -1% |
| COCCNc1ccnc(-c2c(C)noc2C)n1 | -7% |
| CC1(OC(=O)c2cnc3ccccc3n2)C(=O)C=C2C=C(C3CC3)OC=C2C1=O (stereo not given) | u |
| COC(=O)C/C=C\[C@@H](C)[C@@H](/C=N\O[C@@H](C)CN1CCCCc2nc(C)c(C)cc21)NS(=O)(=O)c1ccc(C)cc1 | -3%[11.7 µM] |
| COc1ccc(C2=Nn3c(nnc3-c3cccc(OC)c3OC)SC2)cc1 | u |
| O=C(O)[C@H]1C[C@@H](CP(=O)(O)O)CCN1 | -17% |
| COc1ccc(-c2ccccc2C2C3C=CCCC3(C)C(=O)N2Cc2ccccc2)cc1 (stereo not given) | -16% |
| COc1ccccc1CN1CCC2(CC1)CCN(C(=O)c1ccco1)CC2 | 8% |
| C=C1CCN(C(Cc2ccccc2)C(=O)NCc2ccc(Cl)cc2)S(=O)(=O)c2ccccc21 (stereo not given) | 13%&0% |
| Nc1nc2[nH]cc(CCc3ccc(C(=O)NC(CCC(=O)O)C(=O)O)cc3)c2c(=O)[nH]1 (stereo not given) | -2% |
| COc1cccc(OC)c1C1=Nn2c(nnc2-c2ccccc2C)SC1 | 2% |
| COc1cccc2nc(-c3cccs3)nc(NN3C(=O)C=C(C)C3=O)c12 | 28% |
| CN(Cc1ccco1)c1ncnc2ccc(-c3ccccc3C(F)(F)F)cc12 | -12% |
| CCS(=O)(=O)N1CCC[C@H]2CN3CCc4cc(OC)ccc4[C@@H]3C[C@@H]21 | 2%[24.8 µM] |
| Cc1ccc(S(=O)(=O)Nc2cccc3ccc[n+](C)c23)cc1 | -2% |
| C=CCOC(=O)N[C@H](/C(C(=O)OC)=C(\C)NCc1ccccc1)c1ccc(Br)cc1 | -2% |
| CC(C)(C)N1C(=O)[C@H]2[C@H]3[C@H](O)[C@H](O)C/C(=N/NC(=O)OCc4ccccc4)[C@@H]3CC[C@@H]2C1=O | 6%[11.7 µM] |
| NC(=O)C1c2ccccc2CCc2ccccc21 | -5% |
| CCN(CC)CCNC(=O)c1c(C)[nH]c(/C=C2\C(=O)Nc3ccc(F)cc32)c1C | -8% |
| COc1ccc2[nH]cc(CCNc3ncnc4ccc(-c5cccc(C#N)c5)cc34)c2c1 | 23% |
| CCCCC1=CC2=C(c3ccco3)C(=O)C(C)(OC(=O)c3cccs3)C(=O)C2=CO1 (stereo not given) | u |
| CC(=O)c1ccc(-c2ccc(C3C4C=CCCC4(C)C(=O)N3Cc3ccccc3)c(F)c2)cc1 (stereo not given) | u |
| N[C@H](Cc1ccc(Cl)cc1)C(=O)O | 6%[24.8 µM] |
| CCN(CC)CCC[C@H](C)Nc1c2ccc(Cl)cc2nc2ccc(OC)cc12 | -23%[24.8 µM] |
| Cc1nc2[nH]c(=O)[nH]c(=O)c2[nH]1 | 2% |
| N#CCCn1c(=O)c(-c2ccccc2)nc2cnc(Oc3cccc(Cl)c3)nc21 | -9% |
| Cc1cccc([C@@H]2CN(C)CCc3c2cc(O)c(O)c3Cl)c1 | -3%[24.8 µM] |
| CC(C)C[C@H](NC(=O)[C@H](Cc1ccccc1)NC(=O)[C@H](Cc1ccccc1)NC(=O)[C@@H](N)CO)C(=O)N[C@@H](CCCN=C(N)N)C(=O)N[C@@H](CC(N)=O)C(=O)O | -1% |
| CCCCC/C=C\C/C=C\C/C=C\CCCCCCC(=O)O | -13% |
| COc1ccc2[nH]cc(CCNc3ccnc(-c4ccc(C(=O)N(C)C)cc4)n3)c2c1 | 0% |
| Clc1cccc2c1CN(C1=NCCN1)C2 | -4%[24.8 µM] |
| CCCCC[C@H](O)/C=C/C=C/C=C/[C@@H](O)C/C=C\CCCC(=O)O | -6% |
| O=S(c1cc(Cl)cc(Cl)c1O)c1cc(Cl)cc(Cl)c1O | u |
| CN(C(=O)c1ccoc1)c1ccccc1I | 7% |
| Cc1noc(C)c1-c1nccc(N2CCNCC2)n1 | -22% |
| O=c1c(-c2cccs2)nc2cnc(N3CCOCC3)nc2n1Cc1ccc(F)cc1 | -11% |
| CN(C)Cc1ccccc1-c1cc(-n2ccnc2)ncn1 | -3% |
| COCC(=O)N1CCC2(CC1)CN(c1ccccc1)C2 | -26% |
| O=C(N/N=C1/C[C@@H](O)[C@@H](O)[C@@H]2[C@@H]3C(=O)N(Cc4ccccc4)C(=O)[C@H]3CC[C@H]12)OCc1ccccc1 | -5%[11.7 µM] |

New compounds follow.
| Structure | Menin MLL FP TR |
| --- | --- |
| COc1cccc(-c2nnc3n2N=C(c2c(OC)cccc2OC)CS3)c1OC | 1% |
| O=C(Nc1cccc(F)c1)N1CCCC2(CCN(C(=O)c3cccc(F)c3)CC2)C1 | -3% |
| CN(CCc1ccc(Cl)c(Cl)c1)CCN1CCCCCC1 | -15%[24.8 µM] |
| C=CCC1C=CC(Oc2ccc(OC)cc2)C(CO)O1 (stereo not given) | -12%[11.7 µM] |
| O=c1[nH]c(=O)n(C2CC(O)C(CO)O2)cc1F (stereo not given) | 3% |
| COc1ncc2nc(-c3cc(F)cc(F)c3)c(=O)n(-c3ccccc3)c2n1 | u |
| CN(C)c1ccc(-c2ccc3ncnc(N4CCNCC4)c3c2)cc1 | -12% |
| COc1ccc(C(=O)N2CCC3(CC2)CCN(c2ccccn2)CC3)cc1 | -1% |
| COC(=O)C(C(C)=O)C(NC(=O)NCc1ccccc1)c1ccccc1 (stereo not given) | 0%[11.7 µM] |
| COc1cccc([C@@H]2Oc3ccc(OC)cc3C(=O)[C@H]2OC(=O)NS(=O)(=O)c2ccc(F)cc2)c1 | 0% |
| COc1ccc(-c2nc3cnc(N4CCOCC4)nc3n(CCC#N)c2=O)cc1 | 0% |
| C1OCOCO1 | 4% |
| CC(=O)N1CCC2(CC1)CCN(c1ccncc1)CC2 | -2% |
| COC(=O)NC(c1cccc(F)c1)[C@@]1(C(=O)OC)CCCC1=O (stereo not given in full) | -2%[11.7 µM] |
| CC(C)C[C@H](N)CSSC[C@@H](N)CC(C)C | 5% |
| COc1ccc(-c2coc3ccc(OC4OC(COC(C)=O)C(OC(C)=O)C(OC(C)=O)C4OC(C)=O)c(OC(C)=O)c3c2=O)cc1 (stereo not given) | -1%[24.8 µM] |
| CN(C)CCCn1cc(C2=C(c3c[nH]c4ccccc34)C(=O)NC2=O)c2ccccc21 | 8%[24.8 µM] |
| O=S(=O)(c1ccccc1)N1CCC2(CCN(c3ccc(-c4ccccc4)cc3)CC2)CC1 | -14% |
| CN(C)c1ccnc(-c2cccc(NS(C)(=O)=O)c2)n1 | -9% |
| CCNc1ncc2nc(C)c(=O)n(Cc3cccc(OC)c3)c2n1 | -1% |
| C[C@H](NC(=O)[C@@H](N)Cc1ccc(O)cc1)C(=O)NCC(=O)N[C@H]1CSSC[C@@H](C(=O)O)NC(=O)[C@H](CO)NC(=O)[C@H]([C@@H](C)O)NC(=O)[C@H](Cc2ccccc2)NC(=O)[C@H]([C@@H](C)O)NC(=O)[C@H](CCCCN)NC(=O)[C@H](Cc2c[nH]c3ccccc23)NC(=O)[C@H](Cc2ccccc2)NC(=O)[C@H](Cc2ccccc2)NC(=O)[C@H](CC(N)=O)NC(=O)[C@H](CCCCN)NC1=O | -12% |
| N#Cc1cccc(-c2nc(NCCN3CCOCC3)c3ccccc3n2)c1 | 5% |
| Cc1cccc(C2=N[C@@H](Cc3ccccc3)CO2)c1 | 4%[94.6 µM] |
| CN1CCN(c2ncc3nc(-c4cc(F)cc(F)c4)c(=O)n(CCC#N)c3n2)CC1 | -10% |
| COc1ccc2[nH]cc(CCNc3cc(-c4ccccc4CN(C)C)ncn3)c2c1 | -4% |
